Bioassay records deposited in PubChem by Sanford-Burnham Center for Chemical Genomics.
Mdm2-MdmX inh: inhibitors of human Mdm2/MdmX interaction. O15151+Q00987. SaOS-2 split-luciferase Mdm2/MdmX complementation, luminescence. inhibition, % at 8 µM. 3% of 330,000 active. AID 485346;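 active means inhibition of at least 50% at 8 µM in the primary screen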
Target sequence (O15151 whole entry, looked up): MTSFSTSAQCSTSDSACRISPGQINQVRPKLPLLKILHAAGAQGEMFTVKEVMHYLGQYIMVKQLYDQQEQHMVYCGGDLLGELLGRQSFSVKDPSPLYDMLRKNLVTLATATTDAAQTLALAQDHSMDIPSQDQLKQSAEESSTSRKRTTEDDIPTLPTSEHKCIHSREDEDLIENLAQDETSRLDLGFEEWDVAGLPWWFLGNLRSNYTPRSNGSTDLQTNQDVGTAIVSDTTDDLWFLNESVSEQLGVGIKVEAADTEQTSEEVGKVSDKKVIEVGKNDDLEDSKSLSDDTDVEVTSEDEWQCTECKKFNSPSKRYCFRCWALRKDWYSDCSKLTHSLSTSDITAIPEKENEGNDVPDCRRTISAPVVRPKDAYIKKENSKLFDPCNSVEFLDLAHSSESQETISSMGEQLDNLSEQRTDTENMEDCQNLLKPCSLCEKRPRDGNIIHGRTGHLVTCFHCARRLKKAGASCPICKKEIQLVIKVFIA
Target sequence (Q00987 whole entry, looked up): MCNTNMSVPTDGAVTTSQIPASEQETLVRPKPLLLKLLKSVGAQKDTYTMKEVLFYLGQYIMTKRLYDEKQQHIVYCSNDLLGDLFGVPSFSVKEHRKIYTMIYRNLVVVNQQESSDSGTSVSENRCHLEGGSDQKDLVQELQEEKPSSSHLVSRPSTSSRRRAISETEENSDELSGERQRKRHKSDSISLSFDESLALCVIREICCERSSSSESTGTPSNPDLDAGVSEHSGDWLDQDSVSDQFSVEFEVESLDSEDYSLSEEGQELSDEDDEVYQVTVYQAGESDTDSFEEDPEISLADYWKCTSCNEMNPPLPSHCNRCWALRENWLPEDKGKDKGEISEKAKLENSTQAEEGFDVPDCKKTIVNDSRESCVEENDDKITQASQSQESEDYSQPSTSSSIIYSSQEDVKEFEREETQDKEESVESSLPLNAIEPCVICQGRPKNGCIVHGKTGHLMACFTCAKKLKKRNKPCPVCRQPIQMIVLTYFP
CHOP UPR activ: activators of apoptotic arm of unfolded protein response (CHOP) | CHO-CHOP luciferase reporter, UPR activation, luminescence; percent of tunicamycin response over DMSO baseline | activation, % at 10 µM | 0.34% of 330,000 active | AID 449763;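 active means at 10 µM dose, activation of 40% or more, normalized to positive control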;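 further: 100% = tunicamycin at 10 µg/mL and 0% = DMSO alone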
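Dosing – one dose, 10 µM in 0.5% DMSO · System – CHO-CHOP cells, stable luciferase reporter of PERK-eIF2a-CHOP signalling · Input – 500 cells/well · Control set – tunicamycin 10 µg/mL final as positive, DMSO-only wells as negative · Timing – 6 h compound treatment, 37 °C · Measure – % activation vs tunicamycin · Technique – luminescence read with Steady-Glo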
tim23-1 inh: inhibits growth of tim23-1 mutant yeast | AID 463212 | inhibition, % at 20 µM | 1.3% of 330,000 active | S. cerevisiae tim23-1 growth, BacTiter-Glo luminescence, 24 h;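 active means growth inhibition of the mutant yeast at or above 50%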;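 further: temperature-sensitive mutant grown at 25 °C; plate controls were DMSO-treated mutant yeast for no effect and medium wells lacking yeast for full effect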
tim10-1 inh: inhibits growth of tim10-1 mutant yeast; inhibition, % at 20 µM; S. cerevisiae tim10-1 ts strain growth, BacTiter-Glo, 24 h; AID 463190; 2.2% of 330,000 active;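 active means inhibition of at least 40%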;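 further: mutant grown at 25 °C; 0% = DMSO wells with yeast and 100% = wells holding no yeast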
GRIN3A LBD mod: modulates the human NR3A ligand-binding domain; NR3A LBD differential scanning fluorimetry, Tm shift; 0% = protein alone, 100% = glycine-bound protein; 2.5% of 340,000 active; Tm shift relative to glycine control, % at 25 µM;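 active means melting temperature shift of at least 10% of the positive control shift, at one fixed dose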
TIM10 inh: growth inhibitors of TIM10 yeast strain | S. cerevisiae TIM10 strain growth, BacTiter-Glo luminescence, 24 h | inhibition, % at 10 µM | 1.4% of 330,000 active | AID 463195;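 active means inhibition of 40% or more at the single tested concentration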;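 further: wild-type TIM10 isogenic control strain grown at permissive 25 °C; 0% = DMSO yeast wells and 100% = minimal medium wells without yeast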
NALP3 yeast inh: blocks the NALP3 inflammasome reconstituted in yeast. inhibition, % at 10 µM. 0.39% of 330,000 active. Yeast reconstituted NLRP3/ASC/caspase-1, beta-gal luminescence, 24 h;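 active means inhibition of 50% or more; inactive means inhibition below 50%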;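 further: plate controls were induced DMSO wells for no effect and uninduced yeast grown without galactose for full effect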
UPR XBP1 act: activators of adaptive arm of unfolded protein response (XBP1) | CHO-XBP1 luciferase reporter, IRE1-XBP1 UPR activation, luminescence; percent of tunicamycin response, DMSO as zero | activation, % at 20 µM | 0.33% of 330,000 active | AID 463104;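 active means versus positive control, 20 µM dose yields 30% or more activation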;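 further: 100% = tunicamycin at 10 µg/mL and 0% = DMSO only wells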
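Signal: luciferase luminescence; Assay system: CHO-XBP1 luciferase reporter cells; Amount: one thousand reporter cells per well; Dosing: 20 µM single concentration, DMSO 1%; Benchmarks: high control tunicamycin 10 µg/mL final, low control DMSO vehicle only; Schedule: 6 h compound exposure at 37 °C, 5% CO2; Evaluation: percent activation relative to tunicamycin reference.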
APJ agonist: APJ receptor agonism | 0.11% of 330,000 active | P35414 | AID 2520 | CHO-K1 APJ PathHunter beta-arrestin, luminescence; 0% DMSO wells, 100% apelin | activation, % at 20 µM;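 active means activation more than six SD over the plate average, tested at 20 µM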;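 further: 0% = DMSO alone and 100% = apelin-13 at 10 nM; some results filed as inactive read as strong as hits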
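Assay system: CHO-K1 cells stably expressing ProLink-tagged human APJ and arrestin–beta-gal acceptor. Compound dosing: 20 µM single point, 1% DMSO. Times: 16-18 h seeding, 90 min dark compound exposure, 60 min detection. Detection: beta-gal luminescence. Evaluation: APJ–arrestin association signal. Controls: negative DMSO alone, positive Apelin-13 at 10 nM.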
Active calls of the source: *.

mol | Mdm2-MdmX inh | CHOP UPR activ | tim23-1 inh | tim10-1 inh | GRIN3A LBD mod | TIM10 inh | NALP3 yeast inh | UPR XBP1 act | APJ agonist
O=C(c1ccco1)N1CCN(c2nc3ccccc3c(=O)n2-c2ccccc2)CC1 | 9.5 | -0.9 | 33.6 | 19.9 | -1.5 | 26.6 | 24.0 | 3.9 | -0.4
COc1ccc(N2CCN(C(c3cccs3)C(C)NS(=O)(=O)c3ccccc3)CC2)cc1 (stereo unspecified) | -20.1 | -1.2 | 37.4 | 22.8 | -0.9 | -8.2 | 2.8 | -0.9 | -3.8
O=C(COC(=O)c1ccc(NS(=O)(=O)c2cccs2)cc1O)Nc1ccc(F)cc1 | -30.7 | 1.3 | 4.6 | 1.5 | 6.0 | 8.2 | -0.9 | -1.5 | -3.0
O=C(O)c1ccc2c(c1)ncn2C1CCCCC1 | 5.0 | -1.1 | 8.0 | 14.4 | -0.1 | 15.8 | 8.0 | -1.1 | -1.0
O=C(COC(=O)c1cccc2ccccc12)Nc1ncc(C(F)(F)F)cc1Cl | -1.4 | -1.5 | 5.3 | 13.4 | -4.1 | 0.0 | 23.1 | -2.2 | -3.9
COc1ccc(C2C3=C(OC(C)=O)c4ccccc4C3=Nc3c2c(=O)n(C)c(=O)n3C)cc1 (stereo unspecified) | 13.6 | 1.5 | 14.6 | 7.7 | 3.1 | -7.0 | 18.9 | 7.3 | -1.3
CC[N+](CC)(CC)CCCCOc1ccc2c(c1)C(=O)c1cc(OCCCC[N+](CC)(CC)CC)ccc1-2 | -3.8 | 0.8 | -3.3 | 18.4 | -1.4 | 12.3 | 10.7 | 1.5 | 3.0
O/N=C1\CCCc2ccccc21 | -15.1 | -1.5 | 0.0 | 7.3 | 0.3 | 12.2 | -22.5 | -0.3 | -2.4
COc1ccc(C(=O)OCc2cc3cccc(C)c3[nH]c2=O)cc1 | 4.1 | -2.4 | -8.7 | -8.0 | 0.7 | -27.4 | -3.1 | 1.8 | -1.5
CC(C)CSc1nc2c(c(=O)[nH]c(=O)n2C)n1CCc1ccccc1 | 30.0 | 2.0 | 19.2 | 10.8 | -1.3 | 5.2 | 16.7 | 3.6 | -0.7
O=C(NCCCN1CCN(C2CCCCC2)CC1)Nc1ccccc1C(F)(F)F | -23.2 | 1.3 | -4.7 | -11.4 | -0.9 | -8.1 | 2.1 | -0.4 | -1.3
CCN1CCN(Cc2ccc(NC(=O)c3ccc(C)c(NC(=O)c4nccnc4N)c3)cc2C(F)(F)F)CC1 | 97.0* | -2.2 | -13.2 | -4.0 | -4.3 | 4.9 | 16.4 | -1.0 | 0.0
Cc1nn(C)c(C)c1NC(=O)CCCSc1nc(-c2ccco2)cc(C(F)(F)F)n1 | 22.1 | -1.0 | 11.2 | 13.9 | 0.7 | 5.5 | 6.5 | -2.4 | -1.9
O=C(COc1ccccc1)NC(Cc1c[nH]c2ccccc12)C(=O)O (stereo unspecified) | 15.2 | -0.5 | 0.3 | 9.5 | 0.9 | 5.1 | 18.0 | -0.5 | -4.9
CCOc1nc(-c2ccccc2)ccc1-c1noc(-c2cccs2)n1 | 37.7 | 0.3 | -18.3 | -1.7 | -7.0 | 0.8 | 8.9 | 0.5 | -2.4
O=C(COC(=O)CNC(=O)c1ccc(F)cc1)NC1CCCc2ccccc21 (stereo unspecified) | -16.7 | 1.8 | 2.7 | -7.9 | 3.8 | -7.5 | 13.3 | 1.1 | -1.6
COC(=O)c1c(C)oc2c1cc(NS(=O)(=O)c1cccs1)c1ccccc12 | 12.4 | -1.7 | 17.7 | 32.6 | 2.4 | 13.5 | 11.8 | -2.2 | 3.6
COc1ccc(CCNC(=O)c2cc(S(=O)(=O)N3CCCC3)cn2C)cc1OC | -2.4 | -1.8 | 3.3 | 4.9 | 0.3 | 0.9 | 4.8 | -0.7 | 0.8

Structures above that have four or more nitrogen atoms, in the order listed:
mol | Mdm2-MdmX inh | CHOP UPR activ | tim23-1 inh | tim10-1 inh | GRIN3A LBD mod | TIM10 inh | NALP3 yeast inh | UPR XBP1 act | APJ agonist
O=C(c1ccco1)N1CCN(c2nc3ccccc3c(=O)n2-c2ccccc2)CC1 | 9.5 | -0.9 | 33.6 | 19.9 | -1.5 | 26.6 | 24.0 | 3.9 | -0.4
CC(C)CSc1nc2c(c(=O)[nH]c(=O)n2C)n1CCc1ccccc1 | 30.0 | 2.0 | 19.2 | 10.8 | -1.3 | 5.2 | 16.7 | 3.6 | -0.7
O=C(NCCCN1CCN(C2CCCCC2)CC1)Nc1ccccc1C(F)(F)F | -23.2 | 1.3 | -4.7 | -11.4 | -0.9 | -8.1 | 2.1 | -0.4 | -1.3
CCN1CCN(Cc2ccc(NC(=O)c3ccc(C)c(NC(=O)c4nccnc4N)c3)cc2C(F)(F)F)CC1 | 97.0* | -2.2 | -13.2 | -4.0 | -4.3 | 4.9 | 16.4 | -1.0 | 0.0
Cc1nn(C)c(C)c1NC(=O)CCCSc1nc(-c2ccco2)cc(C(F)(F)F)n1 | 22.1 | -1.0 | 11.2 | 13.9 | 0.7 | 5.5 | 6.5 | -2.4 | -1.9

Random excerpt: 2 entries already listed, in no set order.
mol | Mdm2-MdmX inh | CHOP UPR activ | tim23-1 inh | tim10-1 inh | GRIN3A LBD mod | TIM10 inh | NALP3 yeast inh | UPR XBP1 act | APJ agonist
CCOc1nc(-c2ccccc2)ccc1-c1noc(-c2cccs2)n1 | 37.7 | 0.3 | -18.3 | -1.7 | -7.0 | 0.8 | 8.9 | 0.5 | -2.4
O=C(COC(=O)c1cccc2ccccc12)Nc1ncc(C(F)(F)F)cc1Cl | -1.4 | -1.5 | 5.3 | 13.4 | -4.1 | 0.0 | 23.1 | -2.2 | -3.9
